High-throughput results: PubChem BioAssay, Sanford-Burnham Center for Chemical Genomics
APOBEC3G inh: inhibitors of human APOBEC3G DNA deaminase; Q9HC16; recombinant A3G, ssDNA deamination FAM/TAMRA fluorescence; inhibition, % at 20 µM; 330,000 tested, 0.28% active; AID 493012;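 active = inhibition of at least 40% at 20 µM, with no more than 30% in the related APOBEC3A deaminase screen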;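 note: plate controls were DMSO wells with A3G for no effect and wells lacking A3G enzyme for full effect; some compounds called inactive have numbers as strong as hits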
Target sequence (Q9HC16 whole entry, looked up): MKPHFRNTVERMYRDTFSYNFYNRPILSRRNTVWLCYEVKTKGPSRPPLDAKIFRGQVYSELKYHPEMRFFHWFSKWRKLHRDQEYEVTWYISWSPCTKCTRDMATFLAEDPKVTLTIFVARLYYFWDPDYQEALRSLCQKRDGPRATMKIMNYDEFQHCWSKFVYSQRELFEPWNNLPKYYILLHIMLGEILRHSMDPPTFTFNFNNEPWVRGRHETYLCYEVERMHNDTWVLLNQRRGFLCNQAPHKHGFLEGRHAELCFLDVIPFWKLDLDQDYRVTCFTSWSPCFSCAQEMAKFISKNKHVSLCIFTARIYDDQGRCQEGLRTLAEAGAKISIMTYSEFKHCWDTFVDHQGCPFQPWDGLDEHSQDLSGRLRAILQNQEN
beta cell repl: induces beta-cell replication in MIN6 cells. MIN6 cells proliferation, ATPlite luminescence, 48 h; cells starved in 0.2% serum; 100% = growth in 10% serum. 330,000 tested, 0.29% active. AID 2380. proliferation, % at 10 µM;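 active = compounds whose signal lies at least 3.5 SD above the mean of all wells on their plate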;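 note: 0% = DMSO-treated cells in low-serum medium and 100% = 10% serum control; some compounds called inactive have numbers as strong as hits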
GRIN3A LBD mod: NR3A (human) ligand-binding domain modulation. NR3A LBD differential scanning fluorimetry, Tm shift; 0% = protein alone, 100% = glycine-bound protein. Tm shift relative to glycine control, % at 25 µM. 340,000 tested, 2.5% active. AID 1259313;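 active = melting temperature shift of at least 10% of the positive control shift, at one fixed dose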
A3A deaminase: human APOBEC3A DNA deaminase inhibition; recombinant A3A, FAM/TAMRA ssDNA deamination fluorescence; inhibition, % at 20 µM; 330,000 tested, 0.41% active;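 active = at least 40% inhibition at 20 µM here, with at most 30% in a related deaminase screen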;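 note: plate controls were A3A with DMSO for no effect and wells lacking A3A enzyme for full effect; some results filed as inactive read as strong as hits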
Target sequence (P31941 whole entry, looked up): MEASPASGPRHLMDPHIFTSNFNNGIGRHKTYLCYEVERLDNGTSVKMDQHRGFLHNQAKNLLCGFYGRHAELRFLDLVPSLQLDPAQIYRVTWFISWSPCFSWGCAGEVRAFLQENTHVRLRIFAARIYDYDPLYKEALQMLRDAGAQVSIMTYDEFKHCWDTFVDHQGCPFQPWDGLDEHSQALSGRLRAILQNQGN
hIAP act: human IAP activation; purified human IAP, CDP-Star luminescence, 30 min; active compounds read high; 1 = vehicle-only enzyme, 0 = enzyme-free background; activation factor at 10 µM; 330,000 tested, 0.16% active; AID 2524;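 active = activation factor of the enzyme at least 2-fold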; note: the source names both 10 and 20 µM as test concentration; values of inactives mirror those of a sister screen read the other way
mIAP block: mouse IAP inhibition. purified mouse IAP, CDP-Star luminescence, 30 min. inhibition, % at 10 µM. 330,000 tested, 0.2% active. AID 2806;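 active = inhibition of at least 40% at 10 µM in the primary screen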;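 note: plate controls were DMSO with enzyme for no effect and no enzyme wells for full effect; values of inactives mirror those of a sister screen read the other way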
hIAP block: human IAP inhibition; P09923; purified IAP, CDP-Star luminescence, 30 min; inhibition, % at 10 µM; 330,000 tested, 0.12% active; AID 2544;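 active = inhibition reaching a set limit with compound at 10 µM in the primary screen, cut at about 35% in these data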;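 note: plate controls were DMSO wells with enzyme for no effect and no-enzyme buffer wells for full effect; values of inactives mirror those of a sister screen read the other way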
mIAP activ: increases mouse intestinal alkaline phosphatase activity; muIAP, CDP-Star luminescence, 30 min; active compounds read high; 1 = vehicle-only enzyme signal, 0 = enzyme-free wells; activation factor at 10 µM; 330,000 tested, 0.24% active; AID 2805;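 active = activation factor of at least 2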; note: the source names both 10 and 20 µM as test concentration; values of inactives mirror those of a sister screen read the other way
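also added = chemiluminescent substrate CDP-Star | test system = mouse IAP enzyme | signal = chemiluminescence readout | compound = DMSO-dissolved test compounds | incubation = 30 min at room temperature | benchmarks = DMSO wells, no-enzyme wells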
MPTP block: permeability transition pore inhibition; AID 602449; inhibition, % at 10 µM; 360,000 tested, 1.4% active; isolated mouse mitochondria, Ca2+ swelling absorbance, 30 min;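 active = inhibition of 50% or more, scaled per plate between neutral and stimulator controls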;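 note: 0% = DMSO wells given calcium and 100% = 1 mM EGTA wells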
Active calls of the source: *; nt = no result given. Not a hit list. About 5% of those tested had a hit in this group.

SMILES	APOBEC3G inh	beta cell repl	GRIN3A LBD mod	A3A deaminase	hIAP act	mIAP block	hIAP block	mIAP activ	MPTP block
Cc1ccc(CNC(=O)Nc2cccs2)cc1	-2	-4	0	-2	1.1	1	-6	0.99	-3.0
Cc1ccc(S(=O)(=O)NCC2NCCc3ccccc32)cc1 (stereo unspecified)	-5	-2	0	-3	0.89	-4	11	1	0.6
CSc1ccc(C2CC(=O)Nc3nc(SC)[nH]c(=O)c32)cc1 (stereo unspecified)	-4	0	0	1	1.2	3	-19	0.97	-1.0
C=CCN1C(=NC(=O)CCC(=O)O)SC2CS(=O)(=O)CC21 (stereo unspecified)	-5	-4	-2	-14	0.92	0	8	1	-3.6
FC(F)Oc1ccc(/C=N/N2CCCCC2)c(OC(F)F)c1	-11	1	nt	-3	0.96	5	4	0.95	nt
O=C(C[n+]1cc(Br)cc2ccccc21)c1ccccc1	1	-6	0	-1	0.7	0	30	1	0.0
O=C(COC(=O)c1n[nH]c(=O)c2ccccc12)c1ccccc1	-2	0	-3	-1	1.1	-2	-9	1	-1.1
O=C(CSc1nc2ccccc2c(=O)n1CCCO)NC1CC1	-10	3	1	-3	1	2	-5	0.98	-2.0
CCc1ccc(N2CC(C(=O)Nc3ccc(S(=O)(=O)Nc4nccs4)cc3)CC2=O)cc1 (stereo unspecified)	-6	0	-2	-1	0.92	8	8	0.92	0.2
Cc1cc(C(=O)COC(=O)c2ccc[nH]c2=O)c(C)n1C1CC1	-4	-4	-1	-2	0.93	-1	7	1	1.0
Nc1c(NCc2ccccc2)c(=O)c1=O	-8	-1	-1	-4	0.99	-1	1	1	0.6
O=C1CCN(Cc2nc(-c3ccc(Cl)cc3)no2)CCN1	-3	-3	-1	1	0.91	3	9	0.97	-1.0
O=C(Nc1ccc(S(=O)(=O)Nc2ncccn2)cc1)C12CC3CC(CC(Cl)(C3)C1)C2	-1	-3	-10	0	0.92	10	8	0.9	-0.4
CCc1ccc(NC(=O)C2(C)Cc3ccccc3C(=O)O2)cc1 (stereo unspecified)	-8	-2	-1	0	0.87	1	13	0.99	-0.6
Cc1ccc(-c2cc(C(=O)Nc3nccs3)c3ccccc3n2)o1	22	-5	5	7	1.1	2	-10	0.98	-3.2
CCCC(=O)N/C(N)=N/c1nc(C)c2ccccc2n1	6	0	3	7	1	-5	-1	1	5.6
CCn1ccnc1CN(C)C(=O)CC1C(=O)NCCN1Cc1c(F)cccc1Cl (stereo unspecified)	-12	-3	-1	0	0.97	2	3	0.98	-0.4
Cc1ccc(OCc2nc(-c3ccccn3)no2)c(Br)c1	-1	-5	-1	3	0.95	3	5	0.97	-2.1
CCN(CCn1cccn1)C(=O)CCc1nnc(CCc2ccccc2OC)o1	2	0	1	0	0.99	-6	1	1.1	4.7
O=c1c2cc([N+](=O)[O-])ccc2nc2n1CCC2	-5	-3	-2	-4	0.92	5	8	0.95	0.1
CNC(=O)CN(c1ccc(C23CC4CC(CC(C4)C2)C3)cc1)S(C)(=O)=O	4	-1	-6	1	0.88	-10	12	1.1	-1.2
COc1ccc(C=NNC(=O)c2ccccc2NS(=O)(=O)c2cccs2)cc1O	-7	-2	1	-4	0.97	-2	3	1	-0.9
COc1ccccc1NC1=C(Cl)C(=O)OC1OC(=O)c1ccco1 (stereo unspecified)	-2	-6	0	0	0.95	-3	5	1	-0.2
CN(Cc1ccccc1)C(=O)CCCn1c(=O)c2cccn2c2cccnc21	1	2	0	-1	1	8	-4	0.93	-2.4
O=C(COC(=O)c1ccc(Cl)cc1Cl)Nc1cccc(S(=O)(=O)NC2=NCCC2)c1	-4	5	-2	-3	0.9	5	10	0.95	-1.0
CCCCCCCNC1=CC(=O)CC(c2ccco2)C1 (stereo unspecified)	6	-6	-1	12	0.84	17	16	0.83	1.2
Cc1c(-c2nc(N)nc(Nc3ccc(F)cc3)n2)oc2ccccc12	-6	-2	3	-4	1.1	9	-11	0.91	4.0
COc1ccc(NC(=O)CSc2nnc(CC(=O)Nc3ccc(F)cc3)n2C)cc1	-6	0	-3	1	0.97	2	3	0.98	0.8
Cc1ccc(NC(=O)CSc2cccc[n+]2[O-])c([N+](=O)[O-])c1	-2	-1	1	9	1	-5	-1	1.1	-0.6
COc1ccc(CNS(=O)(=O)c2c(C)[nH]c(C)c2C(=O)N2CCCCC2)cc1	-1	0	-1	-2	1.1	2	-10	0.98	-1.0
Cc1ccc(-c2[nH]ncc2/C=C(\C#N)C(=O)NC2CCCCC2)cc1	1	0	-5	2	1.2	-4	-22	1	0.9
COc1cccc(/C=C2\SC(=S)N(CCCC(=O)N3CCCCC3CCO)C2=O)c1 (stereo unspecified)	-4	-5	-1	-3	0.93	10	7	0.9	-2.5
CN=C1c2cc3cc(OC)ccc3n2CCN1C	-1	-1	2	2	0.92	0	8	1	1.9
O=C(Nc1ccccn1)Nc1ccccc1[N+](=O)[O-]	-3	1	-2	0	0.92	-2	8	1	-0.6
Cc1ccc(NC(=O)C2CCCN(S(=O)(=O)c3cnc[nH]3)C2)cc1F (stereo unspecified)	-4	-1	-4	-1	1.1	-4	-9	1	0.5
O=C(NCCCN1CCOCC1)C1CC(=O)N(CCc2ccccc2)C1 (stereo unspecified)	-5	2	-1	-1	0.99	4	1	0.96	-0.2
COc1ccccc1N(CC(=O)NCCc1ccccc1)S(C)(=O)=O	2	-1	4	-4	0.97	-9	3	1.1	-0.4
CC(C)(C)n1nnnc1C(c1ccc(Cl)cc1)N1CCSCC1 (stereo unspecified)	-4	-3	1	-1	1.2	-3	-18	1	3.2
COc1ccccc1N1C(=N)S/C(=C\c2ccc(-c3ccccc3C(=O)O)o2)C1=O	28	0	-5	44*	0.95	26	5	0.73	-1.1
CCOC(=O)CSc1nc(-c2ccc(OC)cc2)ns1	-8	-1	2	-6	1.1	2	-8	0.98	-0.1
CC(C)C(=O)N(Cc1ccccc1)S(=O)(=O)c1ccc2c(c1)oc(=O)n2C	-3	-3	0	-3	0.83	-2	17	1	-1.3
O=C(COc1ccccc1F)N1c2ccccc2CCc2ccccc21	-1	-4	0	-3	1	6	-4	0.94	5.1
CC(NCC(=O)Nc1ccccc1C(=O)NC1CC1)c1ccc(F)cc1F (stereo unspecified)	-6	0	1	2	0.94	0	6	1	-0.5
O=[N+]([O-])c1ccccc1S(=O)(=O)NCc1ccc(F)cc1	-2	3	-1	0	0.96	-4	4	1	-2.1
O=C(c1cc2nc(-c3ccco3)cc(C(F)(F)F)n2n1)N1CCN(Cc2ccccc2)CC1	4	-3	-28	-3	0.97	-8	3	1.1	0.1
COCc1nnc(NC(=O)CCc2ccccc2)s1	-1	-2	0	0	0.78	-1	22	1	0.0
O=C1N(Cc2cccnc2)C[C@@H]2C[C@@H](c3ccccc3C#Cc3ccccc3)N3CCC[C@@]123	-7	0	-2	-4	1.3	-10	-26	1.1	0.2
CC(C)(C)c1ccc(NC(=O)c2ccc(=O)[nH]n2)cc1	1	-3	-2	10	0.82	0	18	1	0.3
O=C(Nc1ccccc1N1CCCCC1)c1cccs1	2	0	0	1	0.91	2	9	0.98	-0.4
O=c1cc(-c2ccccc2F)oc2ccccc12	-4	-1	1	-3	1.1	9	-13	0.91	0.3
Cc1ccc(C)c(NC(=O)c2cc(=O)c3ccccc3o2)c1	3	0	-1	2	1.1	6	-11	0.94	11
Cc1[nH]n(-c2ccccc2)c(=O)c1N=Nc1cccc(C(=O)O)c1	-3	-4	2	-6	1.2	1	-16	0.99	0.1
CCCCC(c1nnnn1CCOC)N1CCN(Cc2ccccc2)CC1 (stereo unspecified)	-7	-1	-1	-4	1	1	-1	0.99	-5.5
CCCCCn1c(SCC(=O)OC)nc2c1c(=O)[nH]c(=O)n2C	-11	3	-4	-4	0.9	2	10	0.98	-0.4
O=C(O)c1csc(-c2cccs2)n1	-13	2	1	0	0.94	-6	6	1.1	4.6
COc1cccc(C2CC(c3ccccc3)Nc3nc(N)nn32)c1 (stereo unspecified)	-2	-3	0	0	1.1	-4	-12	1	-2.1
O=C(NCCc1ccccc1)c1cc(-c2ccncc2)nc2ccc(S(=O)(=O)N3CCOCC3)cc12	-3	-4	-1	2	0.77	4	23	0.96	-1.5
Nc1cccc(NC(=O)CN2CCOCC2)c1	3	-1	-1	1	1	-5	-4	1	1.3
Nc1ccccc1SCc1cn2cccnc2n1	-8	1	-1	-4	0.99	-9	1	1.1	-1.3
O=C(COc1ccc(S(=O)(=O)N2CCCC2)cc1[N+](=O)[O-])N1CCCC1	-6	-1	1	-3	0.97	5	3	0.95	0.7

Grouped by structure, the entries above with bromine
SMILES	APOBEC3G inh	beta cell repl	GRIN3A LBD mod	A3A deaminase	hIAP act	mIAP block	hIAP block	mIAP activ	MPTP block
O=C(C[n+]1cc(Br)cc2ccccc21)c1ccccc1	1	-6	0	-1	0.7	0	30	1	0.0
Cc1ccc(OCc2nc(-c3ccccn3)no2)c(Br)c1	-1	-5	-1	3	0.95	3	5	0.97	-2.1

Next section
SMILES	APOBEC3G inh	beta cell repl	GRIN3A LBD mod	A3A deaminase	hIAP act	mIAP block	hIAP block	mIAP activ	MPTP block
CCOC(=O)N1CCN(C(=O)CSc2ccc(-c3cccnc3)nn2)CC1	-7	0	nt	-1	0.89	1	11	0.99	nt
O=C(Nc1nc2cc3c(cc2s1)OCCO3)C1CCCCC1	-10	4	3	-3	0.99	-2	0	1	0.6
O=C(CCN1CCN(c2ccccc2)CC1)NNC(=O)Cc1ccc(Br)cc1	-3	0	1	0	1.5	-1	-46	1	-1.3
COc1ccc(-c2oc3cccnc3c2/C=C/c2ccc(OC)c(OC)c2)cc1	14	-8	-1	-1	1	-14	-1	1.1	0.1
O=C(NCc1ccc(F)cc1)C1Cc2ccccc2CN1C(=O)c1ccco1 (stereo unspecified)	-7	0	1	1	1	-3	-3	1	0.1
Cc1ccc(NC(=S)c2ccccc2)cc1	-10	0	0	-3	0.97	-2	3	1	3.4
Cc1ccc(C(=O)Nc2ccc3c(c2)OCO3)cc1	0	-4	-39	1	0.97	13	3	0.87	1.0
COCCN(C(=S)Nc1ccc(C)cc1)C(C)c1cccnc1 (stereo unspecified)	-8	-4	1	-2	1	-1	0	1	1.8
Cc1c(Br)c([N+](=O)[O-])nn1CC(=O)Nc1ccccn1	-4	-2	0	-9	1.1	-5	-7	1	1.0
CCOc1ccccc1C(=O)NCCc1cnc[nH]1	-8	-2	1	-3	0.98	-2	2	1	0.2
Cc1cccc(Sc2c([N+](=O)[O-])ncn2C)n1	-4	3	-1	1	1	-2	0	1	1.0
CC(C)CCN1CCN(Cc2cccn2-c2nccs2)CC1CCO (stereo unspecified)	-6	3	-1	-3	1	-3	-1	1	-0.5
Cc1ccc(SCc2ccc(C(=O)Nc3ccccc3Br)cc2)cc1	-3	-3	-1	2	0.97	8	3	0.92	0.2
CN(C)Cc1nc2ccccc2c(=O)n1Cc1nc(C(C)(C)C)cs1	1	0	2	0	0.92	3	8	0.97	-2.3
Cc1c(C)c2c(OCC(=O)NCC(=O)NCC(=O)O)cc3c(c2oc1=O)CCC(C)(C)O3	-7	-1	1	-4	1	-1	-4	1	0.4
